Tau fluor cs = counter-screen for tau fibril formation inhibitors; Potency, µM (top dose mostly 57.7 µM), without a hit: top-dose activity change, negative = decrease; tau K18 P301L Alexa594 fluorescence, heparin fibrillization; 0.93% of 280,000 active; AID 1463; further: on the % scale 0 is the no-effect control and ±100 the full control effect; nearly all actives have a fitted effect of over 55% in size
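Human K18 P301L tau (15 uM unlabeled plus 0.24 uM Alexa 594-labeled, final) in 100 mM sodium acetate pH 7 was mixed with compound and 20 uM heparin and incubated 6 hr at 37 C.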
SMN2 splice enh = SMN2 splice variant enhancement; HEK293 SMN2-luciferase splicing reporter, luminescence, 30-36 h; Potency, µM (highest dose often 46.1 µM), for the others: at the highest dose activity change, positive = activation, hits mostly activators; 2.8% of 210,000 active; further: % of control where 0% means no effect; nearly all actives have a fitted effect of over 55% in size
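qHTS luciferase splicing reporter: luminescence rises when SMN2 exon 7 is included in transfected HEK293 cells. Compound exposure lasted 30-36 h at 37C, with 4.5 mM final sodium butyrate as control, followed by a ONE-Glo read.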
HTT aggregate = mutant huntingtin aggregation inhibition; AID 1688; 1.1% of 220,000 active; Potency, µM (highest dose often 46.1 µM), inactives show at the top dose activity change, negative = inhibition, hits mostly inhibitors; PC12 HttQ103-GFP aggregates, Acumen cytometry, 40 h; further: on the % scale 0 is the no-effect control and ±100 the full control effect; nearly all actives have a fitted effect of over 60% in size
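Ecdysone-promoter PC12 model expressing HTT exon 1 Q103 fused to GFP, induced by tebufenozide at 100 nM final. Compounds titrated; aggregates sized 1–25 µm scored on a 488 nm laser cytometer.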
HTT ATP protect = Huntington cell model cytoprotection by ATP luminescence | 0.14% of 230,000 active | PC12 HTT-Q103 induced, cytoprotection, ATP luminescence, 40 h | AID 1471 | Potency, µM (series often up to 56.4 µM), for inactives: cytoprotection (ATP increase), most hits filed as activators;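 further: % of control where 0% means no effect; nearly all actives have a fitted effect of over 45% in size; toxic huntingtin expression switched on by the ecdysone agonist tebufenozide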
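PC12 cells stably carrying ecdysone-inducible Htt exon 1 (Q103)–GFP were induced with 100 nM tebufenozide (final) alongside library compounds in a dose series. Cytoprotection was scored as retained ATP by ATPlite luminescence.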
Tau ThT inhib = blocks human tau fibril formation measured by thioflavin T. P10636. 2.1% of 270,000 active. Potency, µM (doses to about 57.4 µM), for inactives: top-dose activity, negative = inhibition, hits mostly inhibitors. recombinant tau K18 P301L (four-repeat tau fragment), heparin-induced fibrillization, ThT fluorescence; further: on the % scale 0 is the no-effect control and ±100 the full control effect; nearly all actives have a fitted effect of over 55% in size
Target sequence (P10636 561-689 P618L limits assumed): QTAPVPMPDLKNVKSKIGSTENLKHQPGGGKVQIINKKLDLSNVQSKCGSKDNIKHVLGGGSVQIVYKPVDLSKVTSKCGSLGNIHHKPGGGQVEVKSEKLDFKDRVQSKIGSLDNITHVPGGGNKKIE
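In this qHTS, human K18 P301L tau is incubated with compound and heparin for 6 hr at 37 C, and Thioflavin T fluorescence then reports fibril load.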
Tau FP inhib = blocks human tau fibril formation measured by polarization; 0.39% of 280,000 active; K18 P301L tau heparin fibrillization, Alexa594 FP, 6 h; P10636; Potency, µM (titrated, usually from 57.7 µM), for inactives: top-dose activity, negative = inhibition, usual class: inhibitors; further: on the % scale 0 is the no-effect control and ±100 the full control effect; nearly all actives have a fitted effect of over 55% in size
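Quantitative HTS format: compounds meet 15 uM recombinant K18 P301L tau and Alexa 594-tau tracer in 100 mM sodium acetate pH 7; 20 uM heparin triggers fibrillization at 37 C over 6 hr; FP gives the signal.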
JMJD2E inh = inhibitors of human JMJD2E histone demethylase; JMJD2E catalytic domain, FDH-coupled NADH fluorescence (FDH is formaldehyde dehydrogenase); B2RXH2; 1.6% of 230,000 active; AID 2147; Potency, µM (titrated, usually from 57.1 µM), for inactives: at the highest dose activity change, negative = inhibition, most hits filed as inhibitors; active means well fitted inhibition curve with a large enough effect, not every such curve was filed as active; inconclusive means small, poorly fitted or top-dose-only effect, or another doubt; inactive means no such curve, though single readings can be large or run the other way;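 further: 0% = wells with enzyme and -100% = buffer wells without enzyme; nearly all actives have a fitted effect of over 50% in size; many of its hits are not listed in these tables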
Target sequence (B2RXH2 1-337 limits assumed): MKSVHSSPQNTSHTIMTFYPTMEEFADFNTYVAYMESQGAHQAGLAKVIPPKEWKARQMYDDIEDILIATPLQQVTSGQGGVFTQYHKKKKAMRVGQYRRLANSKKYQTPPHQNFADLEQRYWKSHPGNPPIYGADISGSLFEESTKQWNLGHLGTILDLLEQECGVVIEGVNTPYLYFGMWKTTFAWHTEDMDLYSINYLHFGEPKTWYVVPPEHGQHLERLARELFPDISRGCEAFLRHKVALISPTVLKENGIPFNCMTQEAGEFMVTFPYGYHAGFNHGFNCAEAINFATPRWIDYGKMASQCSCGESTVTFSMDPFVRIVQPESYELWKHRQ
ALDH1A1 inh = blocks purified human ALDH1A1 activity. Purified ALDH1A1, NADH fluorescence, propionaldehyde substrate. Potency, µM (top dose mostly 75.3 µM), inactives show at the top dose activity, negative = inhibition, most hits filed as inhibitors. AID 1030. P00352. 7.3% of 220,000 active; active means well fitted inhibition curve with a large enough effect, not every such curve was filed as active; inconclusive means small, poorly fitted or top-dose-only effect, or another doubt; inactive means no such curve, though single readings can be large or run the other way;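 further: plate controls were no enzyme wells and a reference inhibitor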
Target sequence (P00352 whole entry, looked up): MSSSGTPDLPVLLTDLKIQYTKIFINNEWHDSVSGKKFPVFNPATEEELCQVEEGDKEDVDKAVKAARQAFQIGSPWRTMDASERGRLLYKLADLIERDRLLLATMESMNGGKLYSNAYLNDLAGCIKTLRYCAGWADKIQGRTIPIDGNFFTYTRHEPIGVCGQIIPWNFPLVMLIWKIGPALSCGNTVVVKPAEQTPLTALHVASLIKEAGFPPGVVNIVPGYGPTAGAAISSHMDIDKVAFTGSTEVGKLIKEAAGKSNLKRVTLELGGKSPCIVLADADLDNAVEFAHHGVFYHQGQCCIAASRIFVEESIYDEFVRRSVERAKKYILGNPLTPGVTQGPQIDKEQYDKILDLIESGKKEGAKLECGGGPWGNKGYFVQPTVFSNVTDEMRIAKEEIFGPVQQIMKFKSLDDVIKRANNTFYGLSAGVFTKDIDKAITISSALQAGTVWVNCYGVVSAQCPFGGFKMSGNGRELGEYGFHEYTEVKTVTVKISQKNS
* marks the source's active call; other numbers are inactive results; ? = inconclusive; / = not tested or not shown; & = joins results of further samples; [ ] = remark or other dose. Unless noted, the call rests on the fitted dose curve; in most records, active means well fitted curve in the direction sought with a large enough effect; inconclusive means small, poorly fitted or top-dose-only effect, or another doubt; inactive means no such curve, though single readings can be large; an effect the other way counts as inactive or inconclusive. Potency means the concentration at half of the fitted maximal effect. This is a subset. The share of hits here may be higher or lower than overall.

SMILES	Tau fluor cs	SMN2 splice enh	HTT aggregate	HTT ATP protect	Tau ThT inhib	Tau FP inhib	JMJD2E inh	ALDH1A1 inh
Cc1cc(C)n(-c2nc3nonc3nc2Nc2cccc(C)c2C)n1	-10%	-11%	-8%	7%	-5%	-2%	2%	3%
O=c1c2ccccc2nnn1CSc1nnc(-c2ccco2)o1	1%	-1%	-3%	14%[10 µM]	-4%	2%	4%	8%
COCCOC(=O)C1=C(C)OC(N)=C(C#N)C1c1ccco1 (stereo unspecified)	1%	-1%	?	19%[10 µM]	-6%	1%	-2%	?
Cc1ccc(S(=O)(=O)N2c3ccccc3OCC2C(C)(C)C)cc1 (stereo unspecified)	-8%	-31%[inhibitor]	-24%	-16%[10 µM]	-6%	-6%	-4%	10%
O=C(COc1ccc2ccccc2c1)N1CCN(c2ccccc2O)CC1	-29%	-13%	-23%	20%[10 µM]	?	5%	2%	-14%
COc1cc(/C=C2\SC(=S)N(Nc3ccccc3)C2=O)cc(OC)c1OC	?	-4%	?	-30%[inhibitor]	?	-3%	-2%	7.1µM*
COc1ccccc1N=Cc1nc(-c2ccccc2)oc1OC(C)=O	?	-14%	-27%	7%[1.9 µM]	25µM*	?	-1%	7.1µM*
COc1cccc(CNC(=O)CCc2nnc3n(C)c(=O)c4sccc4n23)c1	-2%	-11%	/	/	0%	-5%	/	/
Cc1ccccc1NC(=O)CN1CCC(NC(=O)Nc2ccccc2)CC1	-5%	-36%[inhibitor]	-1%	12%[10 µM]	4%	-7%	1%	-11%
COC(=O)Nc1ccc(S(=O)(=O)Nc2ccccc2F)cc1	-9%	7%	-7%	-22%	-6%	1%	-3%	5%
COC(=O)c1cc(-c2ccc(S(=O)(=O)N3CCCC(C)C3)cc2)c(C(F)(F)F)s1 (stereo unspecified)	-10%	/	2%[9.22 µM]	18%[10 µM]	-4%	5%	-7%	/
CN(C(=S)Oc1ccc(C(=O)Nc2ccccc2)cc1)c1ccccc1	?	-57%[inhibitor]	?	12%[10 µM]	-1%	?	-26%	-9%
CCOc1ccccc1N1CC(c2nc3ccccc3n2CCCCOc2cc(C)ccc2C)CC1=O (stereo unspecified)	-19%	-20%	/	/	?	-1%	/	/
COc1ccc(S(=O)(=O)NCC2CCCN(C(=O)C3CCCC3)C2)cc1 (stereo unspecified)	-3%	/	3%[9.22 µM]	12%[10 µM]	-7%	4%	9%	3.5µM*
COc1ccc(N2CCn3c2nc2c3c(=O)n(CCN3CCOCC3)c(=O)n2C)cc1	8%	1%	10%	7%[0.074 µM]	11%	0%	-1%	2%

Four entries from above, with two lines to a compound.
Value order – Tau fluor cs | SMN2 splice enh | HTT aggregate | HTT ATP protect | Tau ThT inhib | Tau FP inhib | JMJD2E inh | ALDH1A1 inh
- CN(C(=S)Oc1ccc(C(=O)Nc2ccccc2)cc1)c1ccccc1
→ ? | -57%[inhibitor] | ? | 12%[10 µM] | -1% | ? | -26% | -9%
- CCOc1ccccc1N1CC(c2nc3ccccc3n2CCCCOc2cc(C)ccc2C)CC1=O (stereo unspecified)
→ -19% | -20% | / | / | ? | -1% | / | /
- COc1ccc(S(=O)(=O)NCC2CCCN(C(=O)C3CCCC3)C2)cc1 (stereo unspecified)
→ -3% | / | 3%[9.22 µM] | 12%[10 µM] | -7% | 4% | 9% | 3.5µM*
- COc1ccc(N2CCn3c2nc2c3c(=O)n(CCN3CCOCC3)c(=O)n2C)cc1
→ 8% | 1% | 10% | 7%[0.074 µM] | 11% | 0% | -1% | 2%

Remaining list, next part
SMILES	Tau fluor cs	SMN2 splice enh	HTT aggregate	HTT ATP protect	Tau ThT inhib	Tau FP inhib	JMJD2E inh	ALDH1A1 inh
CC1(C)C[C@](C)(C(=O)c2ccccc2)C=C1c1ccccc1	-6%	-5%	/	0%	-4%	2%	-3%	5%
CCO/C=C1/C(=O)N(CC)c2ccccc21	?	/	?	15%[0.074 µM]	-7%	?	?	?
Cc1ccc(OCc2nc3ccccc3n2Cc2ccccc2Cl)cc1	-14%	-5%	/	/	?	-3%	/	/
COc1cccc(Nc2ncccc2C(=O)NCc2ccccc2)c1	?	-2%	-21%	14%[1.9 µM]	?	-15%	-15%	?
CC[N+](CC)(CC)C/C=C/CN1CCCCC1	1%	-5%	-3%	4%[10 µM]	-4%	-4%	4%	8%
c1ccc(C(c2ccccc2)N2CCN(C(c3ccccn3)c3nnnn3C3CCCC3)CC2)cc1 (stereo unspecified)	-3%	/	10%[9.22 µM]	17%[10 µM]	-2%	-5%	6%	4%
COC(=O)c1sccc1NC(=O)CSc1ccccc1N	-11%	12%	4%	-4%	-3%	3%	0%	-1%
Cc1cc(C(C)(C)C)ccc1NC(=O)CC(C)(C)CC(=O)O	0%	/	-23%[9.22 µM]	-2%[10 µM]	-6%	4%	0%	/
COc1cccc(/C=N/c2oc(-c3ccccc3)cc2C#N)c1O	-27%	-10%	-10%	-4%[10 µM]	14µM*	1%	?	?
O=C1/C(=C/c2cccs2)CCC1C1CCCC1 (stereo unspecified)	-7%	-14%	13%	-14%	?	2%	1%	?
O=C(c1ccc(-c2ccccc2)cc1)N1CCN(c2ncccn2)CC1	-6%	-7%	-21%	18%[10 µM]	-17%	-1%	0%	?
N#C/C(=C\c1c(Cl)cccc1Cl)c1nn(-c2ccccc2)c(-n2cccc2)c1C#N	?	/	9%[9.22 µM]	6%[10 µM]	?	-11%	-3%	/
COc1cccc(C(C(=O)NC2CCCCC2)N(C(=O)Cc2cccs2)c2ccc(-n3cnnn3)c(OC)c2)c1 (stereo unspecified)	6%	-13%	8%	-68%[inhibitor]	-4%	7%	12%	8%
Cc1cccc(C)c1NS(=O)(=O)c1ccc(NC(=O)c2ccc(Cl)c([N+](=O)[O-])c2)cc1	?	-13%	1%	-4%[10 µM]	?	?	-11%	-8%
Cc1cccc2cc(C#N)c(NCCNC(=O)COc3ccccc3)nc12	10%	/	2%[9.22 µM]	12%[10 µM]	20%	-1%	6%	?

Next part
SMILES	Tau fluor cs	SMN2 splice enh	HTT aggregate	HTT ATP protect	Tau ThT inhib	Tau FP inhib	JMJD2E inh	ALDH1A1 inh
Cc1cc2oc(C(=O)N(Cc3ccc(N(C)C)cc3)CC3CCCO3)c(C)c2cc1Cl (stereo unspecified)	-27%	1%	/	/	?	8%	/	/
O=C(c1ccccc1)[C@H]1[C@H](c2ccccc2)[C@@]2(N=C(c3ccccc3)OC2=O)C2c3ccccc3C=NN21 (stereo partly specified)	-12%	?	?	-81%[inhibitor][10 µM]	-13%	-8%	-8%	?
CC(C)(C)NC(=O)NCc1ccco1	10%	/	-18%[9.22 µM]	5%[10 µM]	7%	1%	0%	9%
O=C(c1ccc(CS(=O)(=O)c2ccc(Br)cc2)o1)N1CCCC1	-7%	-56%[inhibitor]	3%	-22%	-3%	-6%	4%	?
COc1ccc(CN2CCN(C(=O)C3CCC(CNS(=O)(=O)c4ccc(C)cc4)CC3)CC2)c(OC)c1OC (stereo unspecified)	5%	-28%	-33%	-12%	-9%	1%	4%	20µM*
NC(=O)C1(N2CCCCC2)CCN(c2nc(-c3ccccc3)cs2)CC1	?	/	-3%	-14%	-20%	5%	1%	?
CC(C)Oc1ccc(C(CC(=O)O)n2cnnn2)cc1 (stereo unspecified)	1%	-12%	-13%	-13%	-4%	5%	0%	14%
CC(C)(C)C(=O)Nc1ccc(-c2cnco2)cc1	4%	/	-5%[9.22 µM]	5%[10 µM]	-6%	3%	1%	/
COc1cc(NC(=O)CSc2c3c(nc4ccccc24)CCC3)cc(OC)c1OC	-21%&-15%	-7%	22%	38%[10 µM]	?	-4%&-9%	-9%	9%
O=C(CNC(=O)c1ccccc1Cl)N/N=C/C=C/c1ccccc1	-5%	4%	-18%	0%[1.9 µM]	-7%	-4%	-2%	3%
COc1cc(NC(=O)c2ccccc2[N+](=O)[O-])ccc1NC(=O)C(C)C	0%	/	-19%	6%[10 µM]	-5%	2%	15%	17%
COc1cc(NC(=O)c2ccc3c(c2)OCCO3)ccc1NC(=O)c1cccs1	?	20%	/	/	?	-5%	230%[activator]	-9%
CC1NC(C(=O)O)Cc2c1[nH]c1ccccc21 (stereo unspecified)	-8%	0%	/	-3%	0%	-2%	/	2%
O=S(=O)(/C=C/c1ccccc1)N1CCN(Cc2ccc3c(c2)OCO3)CC1	-12%	2%	-8%	9%	-2%	8%	3%	-1%
Cc1ccc(S(=O)(=O)CCc2nc3ccccc3s2)cc1C	-16%	-35%[inhibitor]	14%	13%	-6%	-1%	0%	-13%

Just JMJD2E inh, for 3 of the compounds above:
mol,JMJD2E inh
N#C/C(=C\c1c(Cl)cccc1Cl)c1nn(-c2ccccc2)c(-n2cccc2)c1C#N,-3%
COc1cccc(C(C(=O)NC2CCCCC2)N(C(=O)Cc2cccs2)c2ccc(-n3cnnn3)c(OC)c2)c1 (stereo unspecified),12%
Cc1cccc(C)c1NS(=O)(=O)c1ccc(NC(=O)c2ccc(Cl)c([N+](=O)[O-])c2)cc1,-11%

(next part)
SMILES	Tau fluor cs	SMN2 splice enh	HTT aggregate	HTT ATP protect	Tau ThT inhib	Tau FP inhib	JMJD2E inh	ALDH1A1 inh
NS(=O)(=O)c1cccc(NC(=O)c2cc3ccccc3o2)c1	-14%	/	0%[9.22 µM]	19%[10 µM]	-1%	-10%	?	-3%
COCCSc1nnc(NC(=O)Cc2ccc(OC)c(OC)c2)s1	-15%	/	19%[9.22 µM]	23%[10 µM]	-15%	-1%	-3%	-9%
COc1ccc2c(CC(=O)Nc3nccs3)coc2c1	-13%	21%	-13%	-64%[inhibitor]	-7%	1%	-8%	1%
CCOC(=O)CSc1nc(C(C)C)nc2sc(C)c(C)c12	-7%	/	4%[9.22 µM]	-14%[10 µM]	-14%	1%	1%	2%
Cc1nonc1CC(=O)N1CCCC(C(=O)c2ccc(Cl)cc2)C1 (stereo unspecified)	-1%	/	11%[9.22 µM]	0%[10 µM]	-2%	-2%	7%	0%
